Compound activity deposited in PubChem by several laboratories.
Furin inh – human furin inhibitors, primary screen, biochemical, fluorescence intensity; inhibition, % at 30 µM; P09958; purified furin, fluorogenic substrate cleavage; AID 463115, 2010; actives 0.061% (n = 220,000); in the data active = inhibition above about 25%; also: inactives centre near -15
Target sequence (P09958 108-714 limits assumed): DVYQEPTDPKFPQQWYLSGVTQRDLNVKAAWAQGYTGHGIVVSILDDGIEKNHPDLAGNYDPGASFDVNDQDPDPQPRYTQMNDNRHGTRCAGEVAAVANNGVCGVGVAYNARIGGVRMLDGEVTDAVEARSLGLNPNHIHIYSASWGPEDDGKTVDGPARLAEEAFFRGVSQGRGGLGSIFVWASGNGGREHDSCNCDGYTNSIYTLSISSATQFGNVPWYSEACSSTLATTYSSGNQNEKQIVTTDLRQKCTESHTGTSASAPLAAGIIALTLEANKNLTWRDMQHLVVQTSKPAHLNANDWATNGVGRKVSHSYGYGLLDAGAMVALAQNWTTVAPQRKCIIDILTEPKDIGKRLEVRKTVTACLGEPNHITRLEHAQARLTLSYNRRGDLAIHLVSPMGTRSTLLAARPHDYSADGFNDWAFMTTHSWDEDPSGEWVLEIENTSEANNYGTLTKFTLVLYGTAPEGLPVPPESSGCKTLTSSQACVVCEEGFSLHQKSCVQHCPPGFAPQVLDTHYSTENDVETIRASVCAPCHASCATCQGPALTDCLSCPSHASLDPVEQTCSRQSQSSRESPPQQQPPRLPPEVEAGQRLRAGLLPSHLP
KLK5 inh – human KLK5 protease inhibitors, primary screen, biochemical, 1536-well; inhibition, % at 5 µM; recombinant hK5, fluorogenic AMC substrate cleavage; actives 0.59% (n = 210,000); Kallikrein-5 (Homo sapiens), Q9Y337;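 active = inhibition of 40% or more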;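 also: 0% = enzyme controls without compound and 100% = no-enzyme blanks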
FXIa inh 1536 – human FXIa protease inhibitors, primary screen, biochemical, 1536-well. inhibition, % at 5 µM. actives 0.14% (n = 220,000). AID 798, 2007. purified FXIa, Boc-Glu-Ala-Arg-AMC fluorogenic substrate;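 active = inhibition of at least 40%; inactive = inhibition below 40%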;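 also: fluorescence of freed AMC excited at 355 nm; 0% = enzyme without compound and 100% = no enzyme blank; many of its hits are not listed in these tables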
thrombin 1536 – human alpha-thrombin inhibitors, primary screen, counter-screen for coagulation protease inhibitor project, biochemical, 1536-well, fluorogenic AMC substrate; Prothrombin (Homo sapiens), P00734; Boc-VPR-AMC fluorogenic substrate cleavage; actives 0.26% (n = 220,000); inhibition, % at 5 µM; AID 1046, 2008;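 active = inhibition at or above 40%; inactive = inhibition below 40%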;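 also: 0% = enzyme with no compound and 100% = wells without enzyme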
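signal = AMC fluorescence, 355/460 nm | material = human alpha-thrombin enzyme | control set = enzyme without compound as high, wells lacking enzyme as low | times = reaction at room temperature | read-out basis = percent inhibition scaled between no-compound controls and no-enzyme blanks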
KCC2 mod – KCC2 cotransporter modulators, thallium flux, primary screen, cell-based, HEK293 KCC2, FluoZin-2 fluorescence, MLSMR; KCC2 cells, thallium flux FluoZin-2 fluorescence; actives 2.2% (n = 190,000); Solute carrier family 12 member 5 (Homo sapiens), Q9H2X9; B-score of Tl+ flux slope (higher = more flux/activation; lower = inhibition) at 10 µM;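 active = thallium flux slope and its plate-corrected score both differing from the plate sample mean at a set confidence after two filtering rounds, in either direction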;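 also: slope of fluorescence scaled to starting intensity during 10 to 20 s after thallium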
Rad51 HR inh – human RAD51 strand exchange inhibitors, primary screen, biochemical, fluorescence; hRad51 DNA strand exchange, fluorescence dequenching; inhibition, % at 10 µM; actives 0.085% (n = 200,000); AID 1385, 2008;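 active = inhibition above 40% at the single screening dose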;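 also: 0% = DMSO control wells and 100% = blanks with heterologous ssDNA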
Target sequence (Q06609 whole entry, looked up): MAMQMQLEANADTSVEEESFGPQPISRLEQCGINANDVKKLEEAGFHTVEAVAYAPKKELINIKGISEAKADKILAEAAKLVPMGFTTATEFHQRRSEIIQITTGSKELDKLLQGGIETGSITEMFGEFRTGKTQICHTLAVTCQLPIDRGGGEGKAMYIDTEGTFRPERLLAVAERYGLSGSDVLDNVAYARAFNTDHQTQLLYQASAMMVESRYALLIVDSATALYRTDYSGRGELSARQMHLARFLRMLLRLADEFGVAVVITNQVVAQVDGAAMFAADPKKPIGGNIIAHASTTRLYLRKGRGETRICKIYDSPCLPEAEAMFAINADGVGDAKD
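material = hRad51 filaments on single-stranded DNA | timing = filaments 15 min 37 °C, then compound 30 min | signal = FRET fluorescence dequenching, excitation 485 nm, emission 520 nm | benchmarks = control wells and blank wells on each plate | evaluation = percent inhibition relative to plate controls and blanks | compound = 10 µM final, single point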
m-calpain inh – inhibitors of pig calpain II, primary screen, biochemical, fluorogenic peptide substrate, 1536-well. actives 0.37% (n = 220,000). AID 1236, 2008. inhibition, % at 16 µM. purified calpain II, 30 min;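 active = inhibition above about 50%, limit read from the data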
FXIIa inh – human FXIIa protease inhibitors, primary screen, biochemical, 1536-well; Coagulation factor XII (Homo sapiens), P00748; purified FXIIa, Boc-QGR-AMC fluorogenic substrate, 2 h; inhibition, % at 5 µM; actives 0.3% (n = 220,000); AID 800, 2007; in the data active = inhibition above about 40%;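 also: 0% = enzyme with no compound and 100% = blank without enzyme; many of its hits are not listed in these tables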
PERK inhibitor – block of dimerizer-induced PERK translation repression, primary screen, PERK inhibitor project, CHO PERK-DD cells, SEAP luminescence, HTS. Eukaryotic translation initiation factor 2-alpha kinase 3 (Homo sapiens), Q9NZJ5. CHO PERK-DD fusion, SEAP luminescence translation reporter. inhibition, % at 5.6 µM. actives 0.17% (n = 220,000). AID 1416, 2008;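 active = inhibition above the mean inhibition of all tested compounds plus 3 SD, set separately per screening campaign, cut at about 2.9% in these data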;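 also: PERK kinase domain activated by AP20187 dimerizer at 100 nM; 0% = DMSO with dimerizer and 100% = rapamycin at 8.4 µM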
An asterisk follows results filed as active; . = not tested or not shown; [ ] = dose if it differs, or a comment. Only part of the results is shown. The share of hits here may be higher or lower than overall.

SMILES	Furin inh	KLK5 inh	FXIa inh 1536	thrombin 1536	KCC2 mod	Rad51 HR inh	m-calpain inh	FXIIa inh	PERK inhibitor
CC12CCC(c3c1nc1ccccc1[n+]3[O-])C2(C)C (centres undefined)	-3	-8	-5	-10	2.2	-1	18	3	-0.3
Cc1ccc(-n2nnnc2SCC(=O)N2CCc3ccccc3C2)c(C)c1	-4	-22	6	-2	-2.3	1	25	8	-0.5
Cc1ccc(-c2nnn(CC(=O)N(CC3CCCO3)C(C(=O)NC3CCCC3)c3ccc(O)cc3)n2)o1 (centres undefined)	-34	9	2	-6	-0.97	9	-31	12	0.4
COc1cc2c(cc1OC)C1=C(C#N)COCN1CC2	-16	-10	3	3	0.046	-6	-54	18	0.9
Cc1ccc(-c2noc(CCC(=O)NCCN3CCN(Cc4ccccc4)CC3)n2)cc1	-10[20 µM]	18	-3	-6	-0.062	0	2	6	-0.6
CCn1c(=O)n(CC)c2cc(S(=O)(=O)N3CCC(c4ccccc4)CC3)ccc21	-27[20 µM]	-16	-7	0	.	-5	-12	7	1.1
Cc1ccc(C2=NN(C(=O)CN3C(=O)c4ccccc4S3(=O)=O)C(c3ccco3)C2)cc1 (centres undefined)	-8	0	3	.	1.2	5	-112	14	-0.3
CC(C)(C)NC(=O)C(Cc1ccccc1)NS(=O)(=O)c1ccc2c(c1)CCC(=O)N2 (centres undefined)	-3	-8	-7	-2	1.3	-2	15	-10	-0.2
CCc1ccccc1NC(=O)c1cnc2scc(C)n2c1=O	-6	-23	3	-2	-2.8	-2	-6	11	0.9
Cc1nc2ccccc2nc1N/N=C/c1ccc(O)cc1O	-10	-21	-2	-2	-0.71	-2	-7	3	0.4
COC(=O)c1c(NC(=O)CC2Nc3cc(C)c(C)cc3NC2=O)sc(C)c1C (centres undefined)	-10	-5	8	-2	0.59	-25	-18	9	0.8
NS(=O)(=O)c1ccc(N/N=C/c2ccc(O)c(O)c2O)c([N+](=O)[O-])c1	-8	-3	1	-6	-0.27	16	34	6	-0.1
Cc1ccccc1C(=O)c1cccn1CC(=O)NCC1CCCO1 (centres undefined)	-2	-3	-3	-8	.	2	-4	-6	0.7
COc1cc(NC(=O)c2cccc([N+](=O)[O-])c2)ccc1NC(=O)c1ccco1	-19	-2	0	-8	-0.86	.	0	7	-0.7
CCCCOC(=O)Nc1nnc(CC)s1	-13[20 µM]	-5	-3	-1	.	7	-1	5	1.8
COc1ccc(S(=O)(=O)N2CCOCC2)c(Cl)c1Cl	-5[20 µM]	-2	-5	-5	0.3	6	-5	2	0.4
COc1ccc(S(=O)(=O)N2CCN(C(=O)CCC3CCCC3)CC2)cc1	-28[20 µM]	0	-6	-3	0.07	-2	-3	9	-0.5
CN(C)C(/C=C/Nc1cccc([N+](=O)[O-])c1)=C(C#N)C#N	-21	-6	-3	-7	-0.77	9	8	6	0.7
CC(C)CNC(=O)c1cccc(NC(=O)c2ccco2)c1	-26[20 µM]	-2	0	5	.	0	31	16	-0.1
Cc1ccc(CNS(=O)(=O)NCc2cccs2)cc1	-29	1	-2	-3	0.69	-1	-24	7	1.5
CC(C)C(=O)N1CCN(c2ccccc2NC(=O)Cc2ccc(Cl)cc2)CC1	-22	-12	19	-8	-1.8	1	1	16	-1.4
Cc1nc2ccc(NS(=O)(=O)c3ccc(C)c(C)c3)cc2s1	-5[20 µM]	1	-6	0	0.044	0	16	-3	-0.2
COc1ccc(NC(=S)NCCc2ccc(S(N)(=O)=O)cc2)c(OC)c1	-17	4	-3	-7	0.81	-3	-44	9	0.2
C=CCn1cnc2sc(C(=O)Nc3ccccc3OC)c(C)c2c1=O	-27	0	-3	-7	0.21	1	-112	8	0.1
CCOC(=O)CCCCC(=O)c1[nH]c(=O)[nH]c1Cn1ccnc1	-21[20 µM]	-9	3	0	0.082	-2	-9	9	0.7
O=C(Cc1cccs1)N/N=C/c1ccccn1	-23	1	16	9	-0.94	.	0	37	1.2
CN1CCC(N(C)CC(=O)Nc2ccc3c(c2)OC(F)(F)O3)CC1	-21	0	11	0	0.46	-11	2	3	2.0
CCC1=C(OC(=O)c2ccccc2)C(C)(C)C(c2ccccc2)OC1=O (centres undefined)	-12[20 µM]	-5	2	1	-0.026	1	28	9	0.1
COc1ccc(OC)c(C2C(C(=O)Nc3ccc(F)cc3)=C(C)Nc3nc(CCCO)nn32)c1 (centres undefined)	-26	-13	0	-5	1.5	5	-4	8	-0.2
COc1ccccc1N1CCN(C(=O)Nc2cccc(C)c2)CC1	-16	3	0	-1	0.34	-1	12	8	-0.1
O=[N+]([O-])c1ccc(Sc2ccccc2Cl)nc1	-3[20 µM]	9	-4	2	0.093	-7	30	1	0.4
COc1ccc(OC)c(S(=O)(=O)Nc2ccc(CC(=O)O)cc2)c1	-12	-21	2	-2	-0.74	-7	-38	7	0.6
CN(C)S(=O)(=O)c1cccc(-c2csc(=Nc3ccccc3)n2CCCN2CCOCC2)c1	-18	0	2	-3	-2.4	.	17	5	-1.1
CCCCCC(=O)NC(=S)Nc1ccc2oc(=O)ccc2c1	-22	2	-2	-4	-0.05	1	20	4	0.4
Cc1ccc(C)c(NC(=S)NNC(=S)Nc2ccc(C(C)C)cc2)c1	-11	.	1	-3	4.3*	.	-42	7	0.2
CC(C)[C@H](CO)N(Cc1cccc(F)c1)c1nc(Nc2cccc(Cl)c2)c2ncn(C(C)C)c2n1	-19	1	1	-2	0.25	-4	-25	5	.
Cc1cccc(N(CC(=O)NC(C)(C)C)C(=O)CNC(=O)c2cccs2)c1	-10	19	8	1	0.16	-5	-17	24	-0.6
O=C1CC(C(=O)Nc2ccc(O)c(C(=O)O)c2)C(c2ccccc2)O1 (centres undefined)	-25[20 µM]	-19	0	2	0.2	2	-183	6	0.8
CCc1cc2cc(C)cc(C)c2nc1Cl	-15	-4	-6	-3	1.3	13	-24	5	0.5
CC(C)Cc1cc(C(=O)NCc2ccco2)no1	-23	-1	-2	-3	-0.22	-4	17	4	0.6
CN(Cc1ccccc1)S(=O)(=O)c1ccc(NC(=O)C2CCCO2)cc1 (centres undefined)	-15	-14	3	-2	-0.92	-10	-29	15	-0.6
O=C(C[N+]1(CC#Cc2ccccc2)CCCCC1)c1ccccc1	-12	-4	-4	-9	.	-2	-19	1	0.8
Cc1ccc(C(=O)COC(=O)c2cccc(N3C(=O)c4c(C)nc5ccccc5c4C3=O)c2)cc1C	-13	2	9	-4	-0.83	-7	6	7	-0.4
CC(=O)Nc1ccc(Oc2ccc3nc(C)[nH]c3c2)cc1	-13[20 µM]	-9	2	2	.	15	-19	-6	2.0
CCOc1ccc(-n2c(O)c(/C=N/NC(=O)C3COc4ccccc4O3)c3ccccc3c2=O)cc1 (centres undefined)	-10	-13	11	-12	-2.6	1	-167	14	0.6
COc1ccc(C2C(C(=O)NCc3ccco3)CCC(=O)N2c2ccc(OC)cc2)cc1 (centres undefined)	-16	-6	-1	1	.	3	-3	8	0.4
CCN(CCn1cccn1)Cc1c(C(=O)N2C[C@@H](C)O[C@@H](C)C2)nc2ccc(Cl)cn12	-24	4	-1	-13	0.11	-9	5	10	-0.6
CN(Cc1nc(-c2ccncc2)no1)S(=O)(=O)c1ccc(Cl)cc1	5[20 µM]	0	-5	-7	.	-1	-9	-4	0.9

Arranged by heavy-atom count (lowest first): some entries from above
SMILES	Furin inh	KLK5 inh	FXIa inh 1536	thrombin 1536	KCC2 mod	Rad51 HR inh	m-calpain inh	FXIIa inh	PERK inhibitor
CCc1cc2cc(C)cc(C)c2nc1Cl	-15	-4	-6	-3	1.3	13	-24	5	0.5
CN(Cc1ccccc1)S(=O)(=O)c1ccc(NC(=O)C2CCCO2)cc1 (centres undefined)	-15	-14	3	-2	-0.92	-10	-29	15	-0.6
CCN(CCn1cccn1)Cc1c(C(=O)N2C[C@@H](C)O[C@@H](C)C2)nc2ccc(Cl)cn12	-24	4	-1	-13	0.11	-9	5	10	-0.6

(listing goes on)
SMILES	Furin inh	KLK5 inh	FXIa inh 1536	thrombin 1536	KCC2 mod	Rad51 HR inh	m-calpain inh	FXIIa inh	PERK inhibitor
COC(=O)c1c(NC(=O)c2cccs2)sc2c1CCCC2	-6	-7	-6	-5	.	20	-180	6	-0.4
CCC(=O)NNc1nc2c(F)cccc2s1	-19	-8	-5	3	-0.15	-44	-10	0	2.3
Cc1ccc(C(=O)Nc2c(C(=O)NCc3ccco3)cnn2-c2ccccc2)cc1	-28	13	1	0	.	-3	-20	10	-0.7
COc1cc(/C=C2\CCCc3c2nc2ccccc2c3C(=O)O)cc(OC)c1O	11	-4	-3	-11	0.26	.	-5	-1	0.4
COC(=O)c1cn(C(=O)c2ccc(C)c(C)c2)c2ccccc12	-25	-4	1	-1	0.00026	.	-8	8	0.9
COC(=O)c1cc(=O)c2c(C)nc(C(Cl)(Cl)Cl)nc2[nH]1	-19	1	0	0	-1.5	4	15	9	0.2
CCN(CC)c1ccc(C2C(C(=O)OC(C)C)C(=O)CC(C)(O)C2C(=O)OC(C)C)cc1 (centres undefined)	-4[20 µM]	-7	-4	0	-0.051	-1	21	18	-1.6
COc1cccc(CC2(CO)CCCN(Cc3cn(C)c4ccccc34)C2)c1 (centres undefined)	-15	-1	-1	-10	0.39	3	0	9	-0.8
CC(C)C(=O)Nc1ccc(C(=O)NNC(=O)CCc2ccccc2)cc1	-28	-21	6	-3	-0.5	.	-2	9	1.0
O=C(COc1ncnc2ccccc12)NCCc1ccccc1	-21	1	2	-1	0.35	-7	-23	13	0.3
CN(C)c1nc(Oc2ccc(C(=O)OCC(=O)Nc3ccccc3)cc2)nc(N(C)C)n1	-8	4	16	-2	-1.8	2	18	25	0.5
Cc1ccc2nc(NC(=O)C3CCCN(S(=O)(=O)c4cccc5nsnc45)C3)sc2c1 (centres undefined)	-18	31	17	15	-1.1	-4	-267	45*	-1.7
CN1CCN(c2ccc([N+](=O)[O-])cc2C(=O)c2ccccc2)CC1	-1	-19	-6	-7	-0.36	-5	21	-1	-1.0
Cc1c(N=C2SCC(=O)N2c2c(C)n(C)n(-c3ccccc3)c2=O)c(=O)n(-c2ccccc2)n1C	-18[20 µM]	-21	-2	4	0.93	-8	-33	5	1.3
O=C(CN1C(=O)NC2(CCCC2)C1=O)Nc1nc(-c2ccc(F)cc2)cs1	-28	10	-15	1	-6.6*	-14	30	17	-0.3
CCOC(=O)c1nn(-c2ccccc2C)c(=O)c(C#N)c1C	1[20 µM]	-5	-5	-3	.	-6	11	2	-0.5
Cc1cccc(CSCCNC(=O)COc2ccc(Cl)cc2)c1	-8	-10	-13	-6	0.36	.	20	-3	1.0

Of the compounds above, 2 have an aryl thioether with sulfur outside any ring:
SMILES	Furin inh	KLK5 inh	FXIa inh 1536	thrombin 1536	KCC2 mod	Rad51 HR inh	m-calpain inh	FXIIa inh	PERK inhibitor
Cc1ccc(-n2nnnc2SCC(=O)N2CCc3ccccc3C2)c(C)c1	-4	-22	6	-2	-2.3	1	25	8	-0.5
O=[N+]([O-])c1ccc(Sc2ccccc2Cl)nc1	-3[20 µM]	9	-4	2	0.093	-7	30	1	0.4
